STK33 inh – blocks human STK33 kinase activity | 320,000 tested, 0.073% active | Q9BYT3 | inhibition, % at 10 µM | purified STK33, MBP phosphorylation, ADP-Glo luminescence;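 active means inhibition at or above 25%, using the most active replicate where run in duplicate; inactive means inhibition below 25%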
Target sequence (Q9BYT3 whole entry, looked up): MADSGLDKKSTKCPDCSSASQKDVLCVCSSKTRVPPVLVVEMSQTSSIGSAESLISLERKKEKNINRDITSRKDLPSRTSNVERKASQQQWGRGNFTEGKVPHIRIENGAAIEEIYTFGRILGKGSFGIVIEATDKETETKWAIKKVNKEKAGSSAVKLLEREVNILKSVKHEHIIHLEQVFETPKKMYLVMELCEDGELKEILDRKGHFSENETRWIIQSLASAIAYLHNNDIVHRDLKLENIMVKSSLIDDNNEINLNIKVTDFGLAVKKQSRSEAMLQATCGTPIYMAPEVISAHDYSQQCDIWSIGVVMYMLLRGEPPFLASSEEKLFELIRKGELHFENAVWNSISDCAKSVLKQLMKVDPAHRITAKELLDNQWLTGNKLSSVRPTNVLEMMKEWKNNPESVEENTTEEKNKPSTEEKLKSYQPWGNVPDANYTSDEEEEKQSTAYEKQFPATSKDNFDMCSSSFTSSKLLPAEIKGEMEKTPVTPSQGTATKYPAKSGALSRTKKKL
Kir21 inh – blocks the mouse Kir2.1 inward-rectifier potassium channel. HEK293-Kir2.1, FluxOR thallium flux fluorescence; hits give low values. B-score at 10 µM. 310,000 tested, 0.85% active;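 active means fluorescence ratio B-score at or below minus 3 SD of library scores, with starting-brightness B-score within 2 SD, cut at about -4.2 in these data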;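 further: channel flux triggered by added potassium and thallium sulfate stimulus; B-score of peak minus minimum fluorescence over baseline after thallium stimulus; more negative B-score means stronger Kir2.1 block with less thallium influx; some compounds called inactive have numbers as strong as hits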
Target sequence (P35561 whole entry, looked up): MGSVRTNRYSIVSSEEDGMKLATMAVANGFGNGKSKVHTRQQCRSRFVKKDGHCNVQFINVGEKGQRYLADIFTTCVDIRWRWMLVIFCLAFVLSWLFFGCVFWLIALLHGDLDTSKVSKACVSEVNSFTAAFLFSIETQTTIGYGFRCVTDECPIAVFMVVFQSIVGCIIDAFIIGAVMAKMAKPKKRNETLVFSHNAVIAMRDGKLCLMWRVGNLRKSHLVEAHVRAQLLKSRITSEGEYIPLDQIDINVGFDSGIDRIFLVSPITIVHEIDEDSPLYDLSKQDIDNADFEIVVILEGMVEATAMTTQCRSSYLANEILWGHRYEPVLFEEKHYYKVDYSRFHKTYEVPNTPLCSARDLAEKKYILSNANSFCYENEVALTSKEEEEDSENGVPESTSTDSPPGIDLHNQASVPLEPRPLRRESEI
Numbers without * were called inactive; nt = not tested or not shown.

SMILES	STK33 inh	Kir21 inh
O=C(Nc1ccc2c(c1)CCC2)c1cccc(S(=O)(=O)N2CCN(c3ccccc3)CC2)c1	-1.5	1.4
Cc1ccccc1Oc1ccc(NC(=O)C2CC=CCC2C(=O)O)cc1 (stereo not drawn)	-0.6	-0.39
Cc1cc(=O)[nH]c2sc(C(=O)N3c4ccccc4CC3C)c(N)c12 (stereo not drawn)	-0.8	nt
COc1ccc(CCN2C(=O)C(Oc3ccccc3C)C2c2ccc3c(c2)OCO3)cc1 (stereo not drawn)	-0.5	-1.4
COC(=O)Cc1[nH]nc2c1C(c1ccc(O)c(OC)c1)C(C#N)=C(N)O2 (stereo not drawn)	0.9	1.3
O=C(CCl)Nc1cccc(-c2cnc3ccccc3n2)c1	1.8	-1.5
Cc1nc(Nc2cccc(F)c2)c2oc3ccccc3c2n1	-1.5	-1.8
COc1cc(C(=O)NC(=S)Nc2ccc(N3CCCC3)cc2)cc(OC)c1OC	-2.6	0.28
COCCNC(=O)c1ccc2c3n(nc2c1)-c1ccccc1CO3	5.7	3.4
Cc1c(C)n(C)c2ccc(C(=O)NCCc3ccco3)cc12	0.5	0.31
O=C(NCCN1CCc2ccccc2C1)Nc1ccc([N+](=O)[O-])cc1	1.7	-2
COC(=O)C1=C(N)Oc2cc(C)n(CC3CCCO3)c(=O)c2C1c1ccc(Cl)c(Cl)c1 (stereo not drawn)	0.5	-0.46
COC(=O)c1ccc(OCC(=O)NC2CCCCCCC2)cc1	0.2	nt
O=C(NC(=S)Nc1nc(-c2cccc([N+](=O)[O-])c2)cs1)c1cc(Cl)ccc1Cl	0.2	1.3
CN(C(=O)/C=C/c1ccco1)c1ccccc1C(=O)O	0.5	0.58
Cc1c(NC(=O)c2cccc(NC(=O)Cc3ccc(Cl)cc3)c2)c(=O)n(-c2ccccc2)n1C	-0.5	nt
COC(=O)C(CO)NC(=O)C(C)NC(=O)CNC(=O)OCc1ccccc1 (stereo not drawn)	-1.1	0.65
O=C(c1cn2ccccc2n1)N1CCCC(Nc2ccc(F)c(F)c2)C1 (stereo not drawn)	-2.1	0.55
Cc1ccc(Cn2nnc3c(=O)n(CC(=O)N4CCCc5ccccc54)cnc32)cc1	-1.9	-1
O=C(N/N=C1\CC2CC=CC12)c1ccccc1Cl (stereo not drawn)	-1.3	0.98
CC1CC(NS(=O)(=O)c2cc3c4c(c2)CCN4C(=O)CC3)CC(C)(C)C1 (stereo not drawn)	0.4	-0.03
CC(C)C(C)N(Cc1cccc(C(=O)O)c1)C(=O)c1ccc2ccccc2n1 (stereo not drawn)	-1.7	1.2
COc1ccc(C(=O)N(C)C2CCCN(Cc3ccccc3F)C2)cc1C (stereo not drawn)	-1.1	0.13
Cc1cccc(C)c1NC(=O)C1(N(Cc2ccco2)C(=O)CC2NC(=O)NC2=O)CCCC1 (stereo not drawn)	-0.2	0.04
O=C(CNc1ccc(Oc2ccccc2)cc1)N1CCOCC1	0.4	-1
Cc1ccc(NC(=O)c2cccc(S(=O)(=O)N3CCCCC3)c2)cc1	-0.7	-1
CC(=O)C1C(c2ccc(OC(F)F)cc2)NC(=O)NC1(O)C(F)(F)F (stereo not drawn)	0.6	-0.7
Cc1sc2ncnc(-n3cnc4ccccc43)c2c1C	-0.5	0.05
Cc1nn(Cc2ccccc2)c(C)c1CNC(=O)c1ccc(F)c(S(=O)(=O)N2CCOCC2)c1	-1.3	nt
CCCCOc1ccc(-c2nnc(-c3cc[n+](C)cc3)o2)cc1	-0.8	0.7
COc1ccc(/C(C)=N/NC(=O)OC(C)(C)C)cc1[N+](=O)[O-]	-0.4	0.03
C/C(=N\NC(=O)CC(C)C)c1ccc(N2CCCCC2)cc1	1.0	0.01
Cc1ccc(Cl)cc1NC(=O)c1cc(S(=O)(=O)N2CCOCC2)cn1C	0.5	-0.56
CC(C)=CC1C=C(C)C(C)C2C(=O)NNC(=O)C12 (stereo not drawn)	-0.8	-0.99
Cc1noc(C)c1CC(=O)N1CCCC(C(=O)c2ccc(C(C)(C)C)cc2)C1 (stereo not drawn)	-0.5	-0.07
CC(C)(C)NC(=O)C(=O)NNC(=O)c1ccccc1	-1.3	-0.5
COc1ccc2c(c1OC)C(=O)N(c1cccc(C(F)(F)F)c1)C2	0.1	0.57
COc1ccccc1CCNC(=O)C1CCC(=O)N(Cc2ccccc2OC)C1 (stereo not drawn)	0.1	0.06
C#CCNC(=O)C1=C[C@H](C)[C@@H](CCCO)[C@H](OCC)O1	-0.6	-3.1
O=C(NC1CCSC1=O)c1cccc(Cl)c1 (stereo not drawn)	-1.1	-0.02
CC(C)CC(COCc1ccc(C(F)(F)F)cc1)N1CCN(C(=O)c2ccc(C(F)(F)F)cc2)CCC1=O (stereo not drawn)	1.4	0.14
O=C(CC1C(=O)NCCN1Cc1cccc(Oc2ccccc2)c1)NCCc1cnccn1 (stereo not drawn)	-0.5	-0.09
O=C(Cn1nc(-c2cccc(Cl)c2)ccc1=O)NCC1COCCO1 (stereo not drawn)	nt	0.79
C/C(=N/Oc1nc(C)cc(C)n1)c1ccc(Br)cc1	0.2	0.24
O=C(NNC(=O)c1cc(-c2ccncc2)nc2ccccc12)c1cccc(Cl)c1	0.4	-0.35
Cc1cc(=O)[nH]c(SCc2csc(-c3ccccc3)n2)n1	-1.0	0.68
O=C(NCCCn1ccnc1)Nc1ccc2c(c1)OCO2	-0.6	-0.87
CN1CCN(S(=O)(=O)c2ccc(Nc3ccc(F)cc3)c([N+](=O)[O-])c2)CC1	0.1	0.96
CCCNC(=O)c1ccccc1NC(=O)Cc1ccc(OC)c(S(=O)(=O)N2CCOCC2)c1	0.0	-1.3
O=C(COC(=O)/C=C/c1cccc([N+](=O)[O-])c1)NCC1CCCO1 (stereo not drawn)	0.4	-0.58

(next part)
SMILES	STK33 inh	Kir21 inh
CCOc1cc(C(=O)Nc2ccc(N3CCN(S(C)(=O)=O)CC3)cc2)cc(OCC)c1OCC	-1.4	-0.27
COc1cc2[nH]c(=S)n(C3CC3)c(=O)c2cc1OC	-0.7	0.76
COc1ccc(S(=O)(=O)Nc2ccc(N3CCOCC3)cc2)cc1Br	0.4	-2.2
CC(C)(CN1CCCC1)NS(=O)(=O)c1ccccc1	-1.4	-0.23
CCOc1cc(CNc2ccc3c(c2)OCCO3)cc(Br)c1OCC	0.2	0.97
CC1CCN(S(=O)(=O)c2cn(CC(=O)Nc3ccc(OC(F)(F)F)cc3)cn2)CC1	-0.1	1.6
CCCCCCCC(=O)N/N=C(\C)c1ccc(N)cc1	-0.9	2.5
CCOC(=O)N1CCN(S(=O)(=O)c2ccc(F)cc2)CC1	-0.8	-1.9
COC(=O)c1ccc(/C=C2/SC(=S)N(CCCC(=O)Nc3ccc(O)cc3)C2=O)cc1	-1.3	-0.15
COc1ccccc1/C=C/C=C1\Oc2c(ccc(O)c2CN(C)C)C1=O	6.4	-12

Molecules from the list above that contain two or more sulfur atoms, in the order listed:
SMILES	STK33 inh	Kir21 inh
O=C(NC(=S)Nc1nc(-c2cccc([N+](=O)[O-])c2)cs1)c1cc(Cl)ccc1Cl	0.2	1.3
Cc1cc(=O)[nH]c(SCc2csc(-c3ccccc3)n2)n1	-1.0	0.68
COC(=O)c1ccc(/C=C2/SC(=S)N(CCCC(=O)Nc3ccc(O)cc3)C2=O)cc1	-1.3	-0.15

(next part)
SMILES	STK33 inh	Kir21 inh
O=C(c1ccc2c(c1)CCN2S(=O)(=O)c1ccccc1)N1CCN(c2ccccc2F)CC1	nt	0.17
COc1ccc(-c2cc3ncc(C(C)=O)c(C)n3n2)cc1	-2.3	0.15
N#CC(c1ccc(O)cc1)c1ncc(C(F)(F)F)cc1Cl (stereo not drawn)	-0.1	-7.3*
O=C(NC(=S)Nc1ccc(N2CCCCC2)cc1)c1ccco1	nt	0.85
Cc1ccc2c(=O)oc(N(C)C)nc2c1	1.8	-0.03
C=CCNC(=O)CSc1ncc2c(n1)-c1c(csc1SC)CC2	-0.3	0.59
O=C(CSc1nnc(-c2ccncc2)s1)Nc1ccccc1	-0.7	1.4
CCCCc1cc(=O)oc2cc(C)cc(OCC(=O)Nc3cccnc3)c12	-0.5	-1.8
C=CCn1c(SCC(=O)/C(C#N)=C(\C)N)nc2sc(CC)cc2c1=O	-0.8	-0.01
CC(=O)Nc1cccc([N+](=O)[O-])c1	-0.9	-0.58
C=CCC1NS(=O)(=O)OC(CCc2ccccc2)C1O (stereo not drawn)	0.3	0.01
O=C(COc1ccccc1Cl)Nc1ccc(C(=O)N2CCCCC2)cc1	-0.4	0.62
CCN1C(=O)c2cccc3c(Cl)ccc(c23)C1=O	0.5	0.14
CCn1nnc(-c2ccccc2NS(=O)(=O)c2ccc(S(=O)(=O)N(C)C3CCCCC3)cc2)n1	-1.7	-2.3
COC(=O)C1NN=C(C(=O)c2ccccc2)C1c1ccccc1 (stereo not drawn)	-0.5	-0.84
Cc1ccc(C(c2c(C)[nH][nH]c2=O)c2c(C)[nH][nH]c2=O)cc1	-0.1	-1.2
O=C1CCC/C1=c1\s/c(=C\c2cccnc2)c(=O)n1-c1ccccc1	1.0	-1.3
COc1ccccc1CNC(=O)C(CC(C)C)NC(=O)C1CCC(C)CC1 (stereo not drawn)	-1.2	-0.7
COc1cc(OC)c(NC(=O)CCNS(=O)(=O)c2cc(Br)cnc2N)cc1Cl	-1.0	-1.5
COc1cccc(-c2nc(N3CC(C)CC(C)C3)c3ccccc3n2)c1O (stereo not drawn)	nt	1.9

Marked active in Kir21 inh, of those listed so far:
SMILES	STK33 inh	Kir21 inh
N#CC(c1ccc(O)cc1)c1ncc(C(F)(F)F)cc1Cl (stereo not drawn)	-0.1	-7.3*

(cont.)
SMILES	STK33 inh	Kir21 inh
COCC(=O)Nc1cc(C(=O)NCC(C)C)ccc1Cl	-1.3	0.95
CNC(=O)c1cc(OCC(F)(F)F)ccc1OCC(F)(F)F	0.2	0.69
COC(=O)c1ccsc1NC(=O)CSc1nnnn1Cc1ccccc1	-2.2	-2.1
C/C(O)=C(\C#N)c1nnc2n1CCCCC2	0.4	0.78
COc1ccc2oc(C(=O)OCC(=O)Nc3ccc(N4CCOCC4)cc3)c(C)c2c1	-0.3	-1.2
CCOc1ccc(NC(=O)c2cccnc2C(=O)O)cc1	-0.3	-1.2
COc1ccc(-c2nn3c(-c4ccccc4)nnc3s2)cc1OC	-2.4	-0.09
Cc1ccccc1NC(=O)c1ccccc1-c1ccccc1	-0.6	-3.5
O=P(O)(CCc1ccccc1)CN1CCCCC1	-0.2	-0.4
O=C(O)Cc1ccc(C(=O)c2cccs2)s1	0.4	1.1
COc1cc(/C=C/C(=O)OCC(=O)Nc2ccc(C)c(S(=O)(=O)N3CCCCC3)c2)ccc1O	-2.4	1.4
CN1C(=O)/C(=C/c2cccc(Cl)c2)Sc2ccc(C(=O)N3CCCC3)cc21	-1.6	-0.99
C=CCC(CC=C)(NC(=O)c1ccccc1C)c1ccccc1	0.3	-2.2
Cc1cnnc2ccc3c(no[n+]3[O-])c12	0.2	0.17
CC1C(=O)Nc2ccccc2N1C(=O)c1ccccc1 (stereo not drawn)	0.4	-1.2
O=S(=O)(c1ccc(Cl)cc1Br)N1CCCCC1	0.1	-0.84
O=S(=O)([N-]c1nc2ccccc2nc1-n1cc[n+](Cc2ccccc2)c1)c1ccc(Cl)cc1	-1.1	0.95
CCN(C(=O)Cn1cc(C(C)=O)c2ccccc21)c1ccccc1	-1.8	-1
COC(=O)C(=O)C/C(=N/Nc1ncnc2ccccc12)c1ccc(Cl)cc1	1.3	-0.9
O=c1[nH]nc(-c2ccc(NCCO)c([N+](=O)[O-])c2)c2ccccc12	0.3	0.71
Cc1ccc(NC(=S)N(CCCN2CCOCC2)Cc2ccco2)cc1C	-0.3	-0.9
Cc1cc(C)cc(C(=O)NC2C(=O)N3C(C(=O)O)=C(CSc4nnc(C)s4)CSC23)c1 (stereo not drawn)	-0.7	-0.04
O=C(Cc1ccccc1)NC(=S)Nc1ccc(OC(F)F)cc1	0.6	1.9
Nc1ccc(-c2cc(-c3cccc(N)c3)nc(-c3ccccc3)n2)cc1	-0.6	-0.06
O=c1c2c(n3cnnc3n1-c1ccccc1)-c1ccccc1CC21CCCC1	1.2	0.02
Cc1nnc(SCC(=O)Nc2nccs2)n(N)c1=O	-2.4	-1.1
Cc1cccc(OCC(=O)Nc2ccccc2N2CCCC2)c1C	-0.1	0.56
CCOC(=O)c1c(NC(=O)CSc2nc3c(c(=O)n(C)c(=O)n3C)n2C(C)C)sc(C)c1C	0.1	1.3
Cc1nc2ccccc2c2c1CC(C(C)(Cl)Br)O2 (stereo not drawn)	0.4	-0.94
CC(=O)Nc1ccc2nc(NC(=O)c3ccc([N+](=O)[O-])o3)sc2c1	0.4	-0.11

Reprinted at random: six compounds from above
SMILES	STK33 inh	Kir21 inh
COC(=O)c1ccc(/C=C2/SC(=S)N(CCCC(=O)Nc3ccc(O)cc3)C2=O)cc1	-1.3	-0.15
COc1ccc(C(=O)N(C)C2CCCN(Cc3ccccc3F)C2)cc1C (stereo not drawn)	-1.1	0.13
COc1ccc(-c2cc3ncc(C(C)=O)c(C)n3n2)cc1	-2.3	0.15
COC(=O)C(=O)C/C(=N/Nc1ncnc2ccccc12)c1ccc(Cl)cc1	1.3	-0.9
CCOc1ccc(NC(=O)c2cccnc2C(=O)O)cc1	-0.3	-1.2
O=C(Nc1ccc2c(c1)CCC2)c1cccc(S(=O)(=O)N2CCN(c3ccccc3)CC2)c1	-1.5	1.4

Next part
SMILES	STK33 inh	Kir21 inh
COCCCNC(c1ccccc1)c1ccncc1 (stereo not drawn)	-4.6	1.2
COc1ccccc1NC(=O)C(C)OC(=O)CN1C(=O)C2CC=CCC2C1=O (stereo not drawn)	-0.3	-1.6
COC(=O)c1sccc1NC(=O)c1c(C)c(-c2cccc(Cl)c2)nc2ccccc12	-0.4	-0.21
NC(=O)C1CCN(C(=O)COc2ccc3c4c(c(=O)oc3c2)CCC4)CC1	-0.8	0.97

Assay outcomes deposited in PubChem by several laboratories.
